XIAP displacement = small molecules displacing peptide from XIAP – biochemical, IAP family, fluorescence polarization (AID 1018); XIAP BIR domain, fluorescence polarization peptide displacement; higher % means a stronger effect; displacement, % at 20 µM; hits with a dose series show IC50 in µM; 200,000 compounds, 0.007% hits; in the data active = displacement above about 50%; also: a part of the inactive calls stands beside numbers as strong as those of hits
human PMI inhibition = MPI enzyme activity inhibition – biochemical, fluorescence intensity, coupled assay, primary screen (AID 1209) | purified PMI enzyme, coupled fluorescence intensity; higher % means a stronger effect | inhibition, % at 20 µM; hits with a dose series show IC50 in µM | 190,000 compounds, 0.42% hits;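 also: plate controls were DMSO vehicle for no effect and wells lacking substrate for full effect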
AID2073 = disruptors of CaV2.2 binding to Mint1 – biochemical, HTRF (AID 2073). 290,000 compounds, 0.19% hits. inhibition, % at 20 µM, or IC50 in µM where a hit was titrated. HTRF protein-protein interaction, Mint1-CaV2.2; higher % means a stronger effect; in the data active = inhibition mostly above about 51%, no sharp cut-off; also: some results filed as inactive read as strong as hits
PMI inhibition = MPI inhibition at elevated mannose 6-phosphate – biochemical, fluorescence intensity, high mannose 6-phosphate, primary screen (AID 1220); 190,000 compounds, 0.66% hits; inhibition, % at 20 µM; hits with a dose series show IC50 in µM; recombinant PMI enzyme, coupled fluorescence intensity; higher % means a stronger effect
Dynein cargo inh = dynein cargo transport inhibition | 3617.4 mouse cells, GR-EGFP nuclear translocation imaging; test concentration mostly 20 µM; stimulated with dexamethasone, 1 µM; stronger effect = lower value | z-score, hits read low | 220,000 compounds, 0.47% hits;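 active = plate z-score of nuclear minus cytoplasmic receptor signal below a set negative limit, without overly bright fluorescence or cell loss, cut at about -3.5 in these data, passing the limit was not always enough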;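 also: z-score of nuclear minus cytoplasmic ring GR-EGFP intensity difference per well; some compounds called inactive have numbers as strong as hits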
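Also added: dexamethasone, 1.0 µM final. Medium: tet-free, stripped-serum medium. Detection: fixed, Hoechst-stained cells imaged at 10x for EGFP. Read-out: nuclear-to-cytoplasmic GR-EGFP distribution per well. Times: induction 48 h, compound 1 h, agonist 30 min.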
M1AAP inhibition = malaria alanyl aminopeptidase activity blockers – biochemical, fluorogenic H-Leu-NHMec substrate, 1536-well (AID 1445) | recombinant M1AAP, H-Leu-NHMec fluorogenic kinetic assay; higher % means a stronger effect | one-dose inhibition, % at 30 µM; IC50 in µM for titrated hits | 220,000 compounds, 0.42% hits;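 active = primary inhibition above the hit cutoff, then over 50% inhibition at one or more dose response concentrations, cut at about 23% in these data, passing the limit was not always enough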;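 also: plate controls were DMSO full reaction for no effect and no enzyme background for full effect; strong numbers were not always called active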
P. falciparum M17LAP = P. falciparum M17LAP inhibitors, primary screen, biochemical, fluorogenic H-Leu-NHMec substrate, 1536-well (AID 1619); recombinant M17LAP, H-Leu-NHMec fluorogenic kinetic assay; higher % means a stronger effect; inhibition, % at 30 µM; hits with a dose series show IC50 in µM; 220,000 compounds, 0.38% hits;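 active = compound inhibiting the enzyme by more than half at any dose during confirmatory dose-response retesting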;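 also: plate controls were full reaction with DMSO carrier for no effect and no enzyme background for full effect; strong numbers were not always called active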
SIAH1 antagonists = Siah-1 peptide-binding antagonists, primary screen, biochemical, fluorescence polarization, rhodamine-plectin, uHTS (AID 1817); Siah-1 / rhodamine-plectin peptide fluorescence polarization; higher % means a stronger effect; displacement, % at 20 µM, or IC50 in µM where a hit was titrated; 290,000 compounds, 0.02% hits;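 active = displacement of at least 50% at 20 µM, with a fluorescence ratio check between 0.3 and a set limit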;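 also: plate controls were Siah plus tracer with DMSO for no effect and tracer alone without Siah for full effect; strong numbers were not always called active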
LYP inhibition = inhibitors of LYP phosphatase, biochemical, fluorescence intensity, uHTS (AID 1779). recombinant LYP phosphatase, fluorescence intensity; higher % means a stronger effect. inhibition, % at 11.5 µM; hits with a dose series show IC50 in µM. 290,000 compounds, 0.054% hits;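 also: plate controls were vehicle with enzyme for no effect and no enzyme for full effect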
Dynein cargo inh cytoplasmic EGFP = second read-out of Dynein cargo inh, no call of its own (marks repeat the call); z-score; measured here: cytoplasmic GR-EGFP intensity; stronger effect = higher value
Dynein cargo inh nuclear GR-EGFP = further read-out of Dynein cargo inh, marked with its call; z-score; measured here: nuclear GR-EGFP intensity;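 lower value marks the stronger effect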
Dynein cargo inh cell count = recorded beside Dynein cargo inh, whose call it bears; z-score; measured here: cell count per field
* hit, by the source's call; · = no result given. Rule as the data show it, unless noted: active = inhibition above about 50%; inactive = the rest.

1: COc1ccc(-n2nnc3c(SCC(=O)OCc4ccccc4)ncnc32)cc1
2: C=CCN(CC=C)C(=O)c1ccccc1NC(=O)c1ccccc1C
3: S=C(NCc1ccc(Cl)cc1)NCc1ccccn1
4: COc1ccc(/C=C/c2nc(-c3ccccc3)cc(=O)[nH]2)cc1
5: CCOc1ccccc1NC(=O)CSC1=C(C#N)C(c2ccco2)C(C(=O)Nc2nc3ccccc3s2)=C(C)N1 (stereo unspecified)
6: CCOc1ccc(NS(=O)(=O)c2ccc3[nH]cc(C(=O)N(CC)CC)c(=O)c3c2)cc1
7: COc1ccc(CCNC(=O)C2CCN(S(=O)(=O)c3cccs3)CC2)cc1OC
8: CCn1c(SCc2ccccc2)nnc1-c1cccs1
Compound | 1 | 2 | 3 | 4 | 5 | 6 | 7 | 8
XIAP displacement | -1.6% | -1.3% | -3.6% | · | -3.3% | -5.2% | -14% | -8.3%
human PMI inhibition | -4% | -8% | -1% | · | 14% | -6% | -3% | 0%
AID2073 | -8% | 48% | -1% | 0% | 49% | 1% | 16% | 3%
PMI inhibition | -1% | 0% | 1% | · | 16% | 5% | -5% | 2%
Dynein cargo inh | 2.2 | -2.1 | -1 | 0.81 | 0.0038 | -0.65 | -0.22 | -0.47
Dynein cargo inh cytoplasmic EGFP | -0.27 | -0.089 | 0.37 | -0.11 | -0.1 | -0.25 | -0.3 | -0.28
Dynein cargo inh nuclear GR-EGFP | 2.1 | -1.3 | -0.42 | 0.32 | -0.089 | -0.19 | -0.076 | -0.035
Dynein cargo inh cell count | -2.3 | -0.84 | 0.84 | 0.22 | -0.012 | -0.44 | 0.47 | -0.32
M1AAP inhibition | 5% | 14% | 19% | 9% | 11% | 12% | -3% | -2%
P. falciparum M17LAP | -6% | 6% | 1% | 9% | -2% | 3% | -4% | -3%
SIAH1 antagonists | 4% | -1% | 14% | 10% | 6% | 9% | 9% | -4%
LYP inhibition | 0% | -10% | -7% | -2% | 17% | -8% | -1% | -10%

Entries shown so far with four or more nitrogen atoms:
1: COc1ccc(-n2nnc3c(SCC(=O)OCc4ccccc4)ncnc32)cc1
5: CCOc1ccccc1NC(=O)CSC1=C(C#N)C(c2ccco2)C(C(=O)Nc2nc3ccccc3s2)=C(C)N1 (stereo unspecified)
Compound | 1 | 5
XIAP displacement | -1.6% | -3.3%
human PMI inhibition | -4% | 14%
AID2073 | -8% | 49%
PMI inhibition | -1% | 16%
Dynein cargo inh | 2.2 | 0.0038
Dynein cargo inh cytoplasmic EGFP | -0.27 | -0.1
Dynein cargo inh nuclear GR-EGFP | 2.1 | -0.089
Dynein cargo inh cell count | -2.3 | -0.012
M1AAP inhibition | 5% | 11%
P. falciparum M17LAP | -6% | -2%
SIAH1 antagonists | 4% | 6%
LYP inhibition | 0% | 17%

Other records follow.
9: CN(C)/C=C(\C#N)c1nc2ccccc2[nH]1
10: COCCNC(=O)/C(C#N)=C/c1cccc(OCc2ccccc2)c1
11: COc1ccc(C(=O)Cn2nnc(-c3ccccc3-n3cnnn3)n2)cc1
12: Cc1ccc(N)c(C(=O)CCCCC(=O)O)c1
13: Cc1ccc(C)c(NC(=O)C(Sc2nncn2C)c2ccccc2)c1 (stereo unspecified)
14: COc1cc(/C=C/C(=O)N2c3ccccc3Sc3ccc(C(F)(F)F)cc32)cc(OC)c1OC
15: O=C(NCc1ccco1)c1csc(Nc2ccccc2Cl)n1
16: CC1Cc2ccccc2N1C(=O)CSc1nncn1C (stereo unspecified)
Compound | 9 | 10 | 11 | 12 | 13 | 14 | 15 | 16
XIAP displacement | 0.0% | -2.3% | 0.9% | -5.0% | -3.0% | -2.7% | -3.3% | -9.3%
human PMI inhibition | 8% | 5% | -4% | -10% | 4% | 14% | 5% | 15%
AID2073 | -1% | 18% | 1% | 7% | 14% | 16% | -4% | -2%
PMI inhibition | 8% | -2% | 0% | -6% | 8% | 11% | -2% | 17%
Dynein cargo inh | -0.81 | 0.083 | -0.44 | -0.72 | -0.058 | -0.86 | -0.46 | -0.81
Dynein cargo inh cytoplasmic EGFP | -0.28 | -0.27 | 0.6 | -0.24 | -0.21 | -0.27 | -0.27 | -0.35
Dynein cargo inh nuclear GR-EGFP | -0.17 | 0.32 | 0.025 | 0.29 | 0.13 | -0.64 | -0.92 | -0.19
Dynein cargo inh cell count | 1.2 | 0.5 | 0.1 | 0.29 | -0.17 | 0.93 | 0.91 | 1.1
M1AAP inhibition | 5% | 9% | -3% | 4% | 9% | 9% | 6% | 2%
P. falciparum M17LAP | 19% | 3% | 4% | 8% | 11% | -4% | -7% | -3%
SIAH1 antagonists | 2% | 6% | 8% | 2% | 5% | 9% | 9% | -2%
LYP inhibition | 3% | -1% | -9% | -1% | -8% | 9% | 3% | -7%

17: O=C(NCCCN1CCCC1=O)c1ccccc1NS(=O)(=O)c1ccc(F)cc1
18: Cc1ccc(CSc2nnc(-c3ccc(S(=O)(=O)N4CCCC4)cc3)o2)cc1
19: O=C(COC(=O)/C(=C/c1cccs1)c1cccs1)NCc1ccccc1Cl
20: O=C(NCCCN1CCOCC1)c1ccc(-c2ccc(Cl)cc2)o1
21: O=C(NCc1ccco1)C(Cc1ccccc1)N1C(=O)c2ccccc2C1=O (stereo unspecified)
22: CCCCCc1nnc(NC(=O)CS(=O)(=O)Cc2ccccc2)s1
23: COc1ccc(C(=O)C2CCCN(C(=O)c3noc4c3CCCC4)C2)cc1F (stereo unspecified)
24: Clc1ccccc1-c1nnc(-c2ccccc2Cl)o1
Compound | 17 | 18 | 19 | 20 | 21 | 22 | 23 | 24
XIAP displacement | -4.2% | -9.4% | -0.5% | 0.9% | -2.3% | -7.3% | -1.3% | -3.0%
human PMI inhibition | 18% | -5% | 15% | 6% | 1% | -14% | 14% | 5%
AID2073 | 1% | 35% | 7% | 23% | 2% | -4% | 10% | 10%
PMI inhibition | 14% | -5% | 19% | 6% | -5% | -16% | 18% | 0%
Dynein cargo inh | -0.58 | -0.57 | -0.41 | 1.1 | -0.58 | 0.058 | 0.073 | 0.81
Dynein cargo inh cytoplasmic EGFP | -0.32 | -0.0079 | -0.24 | -0.23 | -0.043 | 0.04 | -0.2 | -0.26
Dynein cargo inh nuclear GR-EGFP | -0.23 | -0.15 | 0.39 | -0.18 | 0.075 | -0.59 | -0.043 | 0.4
Dynein cargo inh cell count | 0.085 | 0.49 | 0.079 | 0.21 | 0.043 | 0.43 | -0.21 | -0.2
M1AAP inhibition | 3% | 5% | 6% | -3% | 3% | 5% | -1% | 1%
P. falciparum M17LAP | 11% | -13% | 3% | -11% | -3% | 12% | -1% | 18%
SIAH1 antagonists | 3% | -2% | 1% | -7% | 1% | 8% | -4% | 9%
LYP inhibition | -9% | -3% | 1% | -4% | -10% | -6% | -5% | -4%

25: CCN(CC)C(=O)c1ccc(COc2ccccc2Cl)cc1
26: CCn1c(OC)nc2c1c(=O)n(C)c(=O)n2C
27: CCOC(=O)c1c(NC(=O)CCN2CCOCC2)sc(C)c1-c1ccccc1
28: CC(Sc1nc2ccccc2s1)C(=O)Nc1ccc2c(c1)OCO2 (stereo unspecified)
29: Cc1nnc(SCC(=O)N2CCN(S(=O)(=O)c3ccccc3)CC2)[nH]c1=O
30: CCOc1cc(CN2CCSCC2)ccc1O
31: COC(=O)C1=C(C)NC2=C(C(=O)CCC2)C1c1cn(Cc2ccc(Cl)cc2Cl)nc1-c1ccccc1 (stereo unspecified)
32: Cn1c(CSCc2ccc(Cl)c(Cl)c2)nnc1SCC(=O)Nc1nccs1
Compound | 25 | 26 | 27 | 28 | 29 | 30 | 31 | 32
XIAP displacement | -5.3% | -7.8% | -6.1% | -6.7% | -2.5% | 3.9% | -1.6% | -1.8%
human PMI inhibition | 2% | -5% | 18% | 2% | 21% | 18% | 17% | 11%
AID2073 | 9% | 2% | 8% | 9% | -9% | -4% | -3% | -4%
PMI inhibition | -6% | -9% | 4% | 14% | 18% | 14% | 14% | 7%
Dynein cargo inh | 0.65 | 0.084 | -0.15 | -0.14 | -1.3 | 2.8 | 2 | 0.53
Dynein cargo inh cytoplasmic EGFP | 0.0043 | -0.4 | -0.25 | -0.19 | -0.29 | -0.087 | -0.24 | -0.16
Dynein cargo inh nuclear GR-EGFP | 0.76 | -0.53 | 0.08 | 0.59 | -0.49 | 1.7 | 1.5 | 0.39
Dynein cargo inh cell count | -0.86 | -0.14 | -0.29 | -0.82 | 0.76 | -0.91 | -0.77 | 0.23
M1AAP inhibition | 1% | 2% | 0% | 1% | 2% | -4% | 4% | 13%
P. falciparum M17LAP | 8% | 5% | -4% | -9% | -6% | 12% | -2% | -15%
SIAH1 antagonists | 37% | -5% | 6% | 0% | 2% | 0% | 5% | 2%
LYP inhibition | -5% | -7% | -5% | 7% | 0% | 2% | -5% | 2%

33: COC(=O)c1c(=O)n(O)c2ccc(OC)cc2[n+]1[O-]
34: O=C1CC(C(=O)N2CCOCC2)C2(CCCCC2)O1 (stereo unspecified)
35: COc1ccc(Cn2c(=O)c3[nH]cnc3n(-c3ccc(C)cc3)c2=O)cc1
36: CCC(C)NCCOc1cc(C)cc(C)c1C (stereo unspecified)
Compound | 33 | 34 | 35 | 36
XIAP displacement | -3.1% | -2.5% | · | -2.5%
human PMI inhibition | 11% | 5% | · | -3%
AID2073 | 17% | -3% | 0% | 8%
PMI inhibition | 32% | -3% | · | -6%
Dynein cargo inh | -0.62 | 1.1 | 0.3 | 1.4
Dynein cargo inh cytoplasmic EGFP | -0.34 | 0.067 | -0.12 | -0.31
Dynein cargo inh nuclear GR-EGFP | -0.068 | 0.69 | 0.78 | 0.82
Dynein cargo inh cell count | 0.21 | -1 | 0.36 | -0.78
M1AAP inhibition | 5% | 0% | -5% | -7%
P. falciparum M17LAP | 17% | -3% | 1% | -7%
SIAH1 antagonists | 41% | -1% | -6% | 6%
LYP inhibition | -6% | -4% | -8% | -7%

Two entries picked at random from the list so far:
35: COc1ccc(Cn2c(=O)c3[nH]cnc3n(-c3ccc(C)cc3)c2=O)cc1
34: O=C1CC(C(=O)N2CCOCC2)C2(CCCCC2)O1 (stereo unspecified)
Compound | 35 | 34
XIAP displacement | · | -2.5%
human PMI inhibition | · | 5%
AID2073 | 0% | -3%
PMI inhibition | · | -3%
Dynein cargo inh | 0.3 | 1.1
Dynein cargo inh cytoplasmic EGFP | -0.12 | 0.067
Dynein cargo inh nuclear GR-EGFP | 0.78 | 0.69
Dynein cargo inh cell count | 0.36 | -1
M1AAP inhibition | -5% | 0%
P. falciparum M17LAP | 1% | -3%
SIAH1 antagonists | -6% | -1%
LYP inhibition | -8% | -4%

Bioassay records from PubChem.
